NPR1 activator: GC-A stimulated cGMP production enhancers – HEK293 GC-A cells, cGMP TR-FRET, EC30 ANP, primary screen; Atrial natriuretic peptide receptor 1 (Homo sapiens), P16066; 0% at EC30 ANP, 100% saturating ANP; activation, % at 10 µM; 0.14% of 370,000 active; AID 1671463, 2021; in the data active = activation above about 40%
GC-B act: human GC-B receptor activators, primary screen, HEK293 GC-B cells, cGMP TR-FRET, EC30 CNP; Atrial natriuretic peptide receptor 2 (Homo sapiens), P20594; 0% at EC30 CNP, 100% saturating CNP; activation, % at 10 µM; 0.11% of 370,000 active;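 active = activation at 10 µM reaching about 35% in either raw or pattern-adjusted values, limit read from the data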
hcDAF12 agonist: H. contortus DAF-12 nuclear receptor activators, primary screen, cell-based, luminescence, HEK293, lit1-tk-luc reporter. AID 652067, 2013. 1.4% of 370,000 active. HEK293 hcDAF-12 lit1-tk-luc reporter; 0% DMSO, 100% Δ7-dafachronic acid. activation, % at 6.8 µM;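 active = activation above the mean of all tested compounds plus 3 SD, cut at about 5.5% in these data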;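 also: 100% = response to 3 µM Δ7-dafachronic acid high control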
hgDAF-12 ag: H. glycines DAF-12 receptor agonists, primary screen, cell-based, luminescence, HEK293, GAL4 fusion, UAS-luciferase; Nuclear hormone receptor DAF-12 (Heterodera glycines), GAL4 fusion; HEK293 GAL4-hgDAF12 UAS-luciferase reporter, agonist luminescence; normalized to butyrate control; activation, % at 6.8 µM; 1.8% of 370,000 active;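 active = activation above a cutoff set at the mean of all screened compounds plus 3 SD, cut at about 10% in these data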;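 also: 0% = DMSO wells and 100% = sodium butyrate wells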
FXN GAA850 act: FXN promoter activators, primary screen, cell-based, luciferase luminescence, HEK293 lucGAA850. AID 540364, 2011. 0.56% of 360,000 active. activation, % at 6 µM. HEK293 lucGAA850 FXN promoter luciferase reporter, 24 h; percent of 10 µM SAHA response;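 active = activation above the average of all compounds screened plus 3 SD, cutoff fixed separately per campaign, cut at about 7.5% in these data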;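 also: 0% = DMSO wells and 100% = 10 µM SAHA wells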
DAX1 inh-1: DAX1 (NR0B1) inhibitors, primary screen, cell-based, HEK293, Gal4-DAX1, luciferase luminescence; Nuclear receptor subfamily 0 group B member 1 (Homo sapiens), P51843; HEK293 Gal4-DAX1 luciferase reporter; inhibition, % at 6.75 µM; 0.99% of 340,000 active; AID 504766, 2011;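 active = inhibition above the mean over all tested compounds plus 3 SD, cut at about 4.2% in these data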;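 also: 0% = DAX1-transfected cells with DMSO and 100% = empty-vector control cells with DMSO; inhibition shows as a rise in luminescence from relieved DAX1 repression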
ssDAF12 agonist: S. stercoralis DAF-12 nuclear receptor activators, primary screen, cell-based, luminescence, HEK293, GRIP1 co-expression, lit1-tk-luc; Nuclear hormone receptor DAF-12 (Strongyloides stercoralis); HEK293 ssDAF-12/GRIP1 lit1-tk-luc reporter; % of 3 µM dafachronic acid response; activation, % at 6.8 µM; 1% of 370,000 active; AID 652126, 2013;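 active = activation above the mean over all tested compounds plus 3 SD, cut at about 0.9% in these data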;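 also: 0% = DMSO-only wells and 100% = 3 µM delta7-dafachronic acid wells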
DAX1 inh-2: DAX1 (NR0B1) inhibitors on StAR promoter, primary screen, cell-based, luminescence, SF-1 (NR5A1), full-length DAX-1; 1.1% of 370,000 active; inhibition, % at 6.8 µM; HEK293T StAR-luciferase reporter, SF-1/DAX-1 repression relief; AID 652010, 2013;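 active = inhibition above the mean over all tested compounds plus 3 SD, cut at about 3.6% in these data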;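 also: 0% = DAX-1 cells with DMSO and 100% = cells lacking DAX-1 with DMSO; higher inhibition means more luminescence from relief of DAX-1 repression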
HGIII-sPLA2 inh: human group III sPLA2 inhibitors, primary screen, biochemical, QFRET, BODIPY PC-A2 liposome substrate; Group 3 secretory phospholipase A2 (Homo sapiens), Q9NZ20; QFRET BODIPY PC-A2 liposome hydrolysis, fluorescence; inhibition, % at 12.2 µM; 0.56% of 370,000 active;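 active = inhibition above mean plus 3 SD of compounds lying within the high and low control bounds, cut at about 19% in these data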;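 also: 0% = median of test compound wells and 100% = no enzyme DMSO wells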
Target sequence (Q9NZ20 whole entry, looked up): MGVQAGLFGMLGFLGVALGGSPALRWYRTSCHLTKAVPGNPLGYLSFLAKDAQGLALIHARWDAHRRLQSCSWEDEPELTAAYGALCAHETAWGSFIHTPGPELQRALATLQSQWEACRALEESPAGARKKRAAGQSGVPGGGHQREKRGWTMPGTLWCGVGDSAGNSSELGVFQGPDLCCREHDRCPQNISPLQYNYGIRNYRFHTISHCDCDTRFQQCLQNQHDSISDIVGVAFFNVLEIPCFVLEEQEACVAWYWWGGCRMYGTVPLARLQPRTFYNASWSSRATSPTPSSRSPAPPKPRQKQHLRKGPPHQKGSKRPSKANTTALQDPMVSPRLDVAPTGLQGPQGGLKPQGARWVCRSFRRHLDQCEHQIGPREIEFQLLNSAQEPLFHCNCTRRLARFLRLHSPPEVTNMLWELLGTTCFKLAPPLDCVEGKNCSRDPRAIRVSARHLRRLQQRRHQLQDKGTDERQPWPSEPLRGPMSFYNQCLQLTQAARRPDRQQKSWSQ
KLK7 zymogen act: proKLK7 zymogen activators, primary screen, biochemical, fluorescence intensity; Kallikrein-7 (Homo sapiens), P49862; AID 652039, 2013; purified proKLK7, EDANS-DABCYL substrate fluorescence; 100% is mature enzyme control, 0% vehicle; 0.9% of 370,000 active; activation, % at 7 µM;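 active = activation above the mean of all tested compounds plus 3 SD, computed per campaign excluding outliers beyond control limits, cut at about 13% in these data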
Target sequence (P49862 whole entry, looked up): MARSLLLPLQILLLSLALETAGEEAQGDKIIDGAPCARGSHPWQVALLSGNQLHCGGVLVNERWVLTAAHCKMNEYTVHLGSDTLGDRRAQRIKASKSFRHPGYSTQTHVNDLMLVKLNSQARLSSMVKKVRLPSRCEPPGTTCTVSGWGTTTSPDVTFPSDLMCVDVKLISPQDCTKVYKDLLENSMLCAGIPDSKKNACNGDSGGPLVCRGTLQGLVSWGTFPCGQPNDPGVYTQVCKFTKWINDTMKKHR
SMARCA2 activ: SMARCA2 (BRM) function activators, primary screen, cell-based, luminescence, high throughput | MG213 cells, MMTV-luciferase reporter, dexamethasone, overnight | activation, % at 9.1 µM | 1% of 370,000 active; in the data active = activation above about 7.8%;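 also: 0% = vehicle wells and 100% = reference activator wells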
An asterisk follows results filed as active.

Values run as follows: NPR1 activator, GC-B act, hcDAF12 agonist, hgDAF-12 ag, FXN GAA850 act, DAX1 inh-1, ssDAF12 agonist, DAX1 inh-2, HGIII-sPLA2 inh, KLK7 zymogen act, SMARCA2 activ
#1 CCC(C(=O)Nc1ccncc1)c1ccccc1 (configuration not stated)
    -2.1, 0.3, -2.1, -2.7, 0.3, -1.8, -1.4, -1.4, 11.4, 0.6, -6.0
#2 Cc1cc(C)nc(SCCN2CCCCC2)n1
    0.0, 1.2, -0.8, -0.4, 0.2, 1.1, -0.8, 0.1, 3.7, 0.7, -2.9
#3 OCCN1CCN(C(=S)c2ccc(Cl)c(Cl)c2)CC1
    -0.7, 4.8, -1.4, -1.9, -1.5, -0.6, -0.7, 0.5, 1.1, 0.7, -2.0
#4 COc1ccc(Nc2nc(C(=O)NCc3ccco3)cs2)cc1
    -1.5, 4.2, -2.3, 0.4, 0.9, -1.1, -2.2, -1.3, -8.5, 0.1, -3.9
#5 O=C(O)C(CCCCN1C(=O)c2ccccc2C1=O)N1C(=O)c2ccccc2C1=O (configuration not stated)
    8.4, 2.6, 1.9, 0.3, 1.4, 1.6, -0.9, -0.1, 1.1, 0.1, 1.2
#6 COc1ccc(OC)c(NC(=O)CCN2CCN(Cc3ccccc3)CC2)c1
    3.9, 5.3, -1.6, -1.8, 2.0, 0.2, 0.5, 0.4, -9.4, 0.1, -2.2
#7 CC(Nc1cccc(F)c1)C(=O)Nc1ccc(S(N)(=O)=O)cc1 (configuration not stated)
    -0.8, 6.7, -0.2, 5.2, 0.3, -1.4, -1.2, 0.5, -5.8, 0.3, -1.6
#8 CCOc1ccc(OCC(=O)OCC(=O)N2CCN(S(=O)(=O)c3ccc(C)cc3C)CC2)cc1
    0.9, -1.5, -1.4, -1.2, -0.1, 0.6, -1.1, -0.8, -4.2, 0.4, 3.5
#9 Cn1c(NC(=O)c2ccc(S(=O)(=O)N3CCCCC3)cc2)cc(=O)n(C)c1=O
    -2.0, 2.0, -1.3, -1.1, 1.8, -0.1, -1.2, 0.0, 14.9, 0.6, 0.3
#10 COc1ccc(CCNc2nc(C)cc(=O)[nH]2)cc1OC
    1.7, -3.0, -2.0, 0.8, -0.3, 0.5, -1.0, 0.2, 5.9, -0.3, -3.0
#11 COc1ccc(Br)cc1CN(C)C(=O)C1CC(=O)N(C2CCCC2)C1 (configuration not stated)
    -0.3, 3.7, -2.3, -2.5, 0.1, -0.5, -1.4, -0.9, 12.8, 0.7, -3.6
#12 O=C(NCc1ccccn1)C1CCC(=O)N(Cc2ccc(Cl)cc2)C1 (configuration not stated)
    4.5, 0.1, -0.7, 2.9, -0.4, 0.8, -0.7, 0.1, 4.1, 0.3, 0.6
#13 C=CC[C@H](CC(=O)OC(C)(C)C)C(=O)OC[C@@H]1CCCN1C(=O)[C@@H](CC=C)CC(=O)N[C@H](CO)Cc1ccccc1
    -1.6, 0.8, -1.4, -2.8, -4.8, -1.2, -1.7, -0.6, -14.9, 0.4, -0.7
#14 C=CCN1c2ccccc2[C@]23C[C@@H](C(=O)OC)N(C(=O)NC4CCCC4)C2=NC(C(=O)OC)=C(C(=O)OC)[C@H]13
    -1.9, 3.2, -1.7, -0.1, -3.0, -0.7, -1.8, -0.1, 0.6, 0.4, 0.0
#15 COc1ccc(NS(=O)(=O)c2ccc(N3CCOCC3)c(NC(=O)c3cccc(F)c3)c2)cc1
    -4.1, 0.5, -4.8, 2.5, -1.6, -0.7, -1.9, -1.2, -13.4, -0.4, -2.5

2 records picked at random from those above:
Values run as follows: NPR1 activator, GC-B act, hcDAF12 agonist, hgDAF-12 ag, FXN GAA850 act, DAX1 inh-1, ssDAF12 agonist, DAX1 inh-2, HGIII-sPLA2 inh, KLK7 zymogen act, SMARCA2 activ
#13 C=CC[C@H](CC(=O)OC(C)(C)C)C(=O)OC[C@@H]1CCCN1C(=O)[C@@H](CC=C)CC(=O)N[C@H](CO)Cc1ccccc1
    -1.6, 0.8, -1.4, -2.8, -4.8, -1.2, -1.7, -0.6, -14.9, 0.4, -0.7
#15 COc1ccc(NS(=O)(=O)c2ccc(N3CCOCC3)c(NC(=O)c3cccc(F)c3)c2)cc1
    -4.1, 0.5, -4.8, 2.5, -1.6, -0.7, -1.9, -1.2, -13.4, -0.4, -2.5

Complete entries as entered above:
Listed for CC(Nc1cccc(F)c1)C(=O)Nc1ccc(S(N)(=O)=O)cc1 (configuration not stated) → NPR1 activator = -0.8; GC-B act = 6.7; hcDAF12 agonist = -0.2; hgDAF-12 ag = 5.2; FXN GAA850 act = 0.3; DAX1 inh-1 = -1.4; ssDAF12 agonist = -1.2; DAX1 inh-2 = 0.5; HGIII-sPLA2 inh = -5.8; KLK7 zymogen act = 0.3; SMARCA2 activ = -1.6
Listed for O=C(NCc1ccccn1)C1CCC(=O)N(Cc2ccc(Cl)cc2)C1 (configuration not stated) → NPR1 activator = 4.5; GC-B act = 0.1; hcDAF12 agonist = -0.7; hgDAF-12 ag = 2.9; FXN GAA850 act = -0.4; DAX1 inh-1 = 0.8; ssDAF12 agonist = -0.7; DAX1 inh-2 = 0.1; HGIII-sPLA2 inh = 4.1; KLK7 zymogen act = 0.3; SMARCA2 activ = 0.6

The listing picks up, starting 2 compounds before the break.
Values run as follows: NPR1 activator, GC-B act, hcDAF12 agonist, hgDAF-12 ag, FXN GAA850 act, DAX1 inh-1, ssDAF12 agonist, DAX1 inh-2, HGIII-sPLA2 inh, KLK7 zymogen act, SMARCA2 activ
#14 C=CCN1c2ccccc2[C@]23C[C@@H](C(=O)OC)N(C(=O)NC4CCCC4)C2=NC(C(=O)OC)=C(C(=O)OC)[C@H]13
    -1.9, 3.2, -1.7, -0.1, -3.0, -0.7, -1.8, -0.1, 0.6, 0.4, 0.0
#15 COc1ccc(NS(=O)(=O)c2ccc(N3CCOCC3)c(NC(=O)c3cccc(F)c3)c2)cc1
    -4.1, 0.5, -4.8, 2.5, -1.6, -0.7, -1.9, -1.2, -13.4, -0.4, -2.5
#16 O=C(CN1CCc2ccccc21)NC(=O)NC1CCCCC1
    2.9, -3.6, 1.3, -4.3, 2.8, -1.9, -0.6, 0.9, -4.6, 0.6, -1.4
#17 Cn1c(OCc2cccnc2)nc2c1c(=O)n(Cc1ccccc1)c(=O)n2C
    -4.3, 1.0, -1.6, -3.4, 1.5, -0.3, -1.5, 0.1, -1.4, -0.2, -1.9
#18 CC(C)(C)OC(=O)N[C@@H](Cc1ccccc1)C(=O)N1CCC(C(=O)N[C@@H](Cc2c[nH]c3ccccc23)C(=O)O)CC1
    0.3, 4.2, 0.2, 0.5, 1.2, -1.0, 0.4, -0.1, -60.6, 0.5, -0.3
#19 COCCCNCCCCSc1ccc(Cl)cc1
    1.1, -2.2, 3.7, 3.6, 2.4, 0.8, -0.8, 0.2, 21.6*, 0.5, -1.1
#20 C[C@H]1CN([C@@H](C)CO)C(=O)c2cc(Br)cnc2O[C@@H]1CN(C)S(C)(=O)=O
    0.8, 4.1, -1.2, 1.3, 0.6, 0.7, -1.9, -1.7, 10.7, 0.5, -4.8

Down the list, quoted from above:
Entries 16–20 in HGIII-sPLA2 inh read -4.6, -1.4, -60.6, 21.6*, 10.7
Entries 16–20 in ssDAF12 agonist read -0.6, -1.5, 0.4, -0.8, -1.9

Assay outcomes deposited in PubChem BioAssay by several laboratories.
